# ATXN2 expr inh: Primary qHTS for Inhibitors of ATXN expression | Potency, µM (doses to about 57 µM), without a hit: top-dose activity change, negative = inhibition, usual class: inhibitors | actives 0.72% (n = 360,000) | HEK-293 ATXN2-luciferase reporter, luminescence, 24 h | AID 1745845, 2022; further: potency means the concentration at half of the fitted maximal effect; on the % scale 0 is the no-effect control and ±100 the full control effect; nearly all actives have a fitted effect of over 55% in size
#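 qHTS (up to 57 uM final) was run with 24 h compound exposure of reporter cells at 37 °C. Each well was multiplexed: SteadyGlo luminescence measured ATXN2-luciferase expression after a fluorogenic Gly-Phe-AFC viability readout (25 uM final).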
# Nrf2 activator: qHTS of Nrf2 Activators. Potency, µM (doses to about 46.1 µM), without a hit: at the highest dose activation, most hits filed as activators. actives 0.31% (n = 410,000). AID 624171, 2012. AREc32 ARE-luciferase reporter (MCF7-derived line), luminescence, 24 h; further: potency means the concentration at half of the fitted maximal effect; % of control where 0% means no effect; nearly all actives have a fitted effect of over 65% in size
#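 ARE-driven firefly luciferase activity in AREc32 cells measured after a 24 hr compound exposure at 37 deg C, using Steady-Glo reagent and a 30 min room-temperature hold.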
# Nrf2 block: Nrf2 qHTS screen for inhibitors; A549 ARE-Fluc reporter, luciferase luminescence, 18-24 h; Potency, µM (highest dose often 46 µM), for inactives: at the highest dose activity change, negative = inhibition, usual class: inhibitors; actives 2.1% (n = 360,000); AID 504444, 2011; further: potency means the concentration at half of the fitted maximal effect; on the % scale 0 is the no-effect control and ±100 the full control effect; nearly all actives have a fitted effect of over 60% in size
#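 Nrf2 function is reported as luminescence of an ARE-controlled luciferase in A549 cells. Compounds were tested at several concentrations, and a CellTiter-Fluor read on the same wells flagged cytotoxicity.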
# ATXN viability: Viability Counterscreen for Primary qHTS for Inhibitors of ATXN expression; S2 cells (HEK-293 line with an ATXN2-luciferase reporter) viability, CellTiter-Fluor protease fluorescence, 24 h; Potency, µM (highest dose often 56.7 µM), usual class: cytotoxic; actives 0.49% (n = 400,000); further: potency means the concentration at half of the fitted maximal effect; nearly all actives have a fitted effect of over 40% in size
# HepG2 viability: qHTS for Inhibitors of TGF-b: Cytotox Counterscreen; HepG2 CAGA-GFP viability, ATP luminescence, 18 h; Potency, µM (highest dose often 46.1 µM), without a hit: at the highest dose activity change, negative = cytotoxicity, usual class: cytotoxic; actives 0.76% (n = 410,000); AID 588856, 2011; further: potency means the concentration at half of the fitted maximal effect; some results filed as inactive show a strong effect at the top dose
#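 CellTiter-Glo luminescence gave cytotoxicity after 18 hours at 37 degrees C. The cells were HepG2 CAGA-GFP in 1% FBS DMEM, stimulated with 500 pg/mL TGF-beta after compound addition. %Activity was normalised to no-cell wells (complete cell-killing) and DMSO (no toxicity), and curves were fitted and classified.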
# EPAC2 agonist: qHTS for Agonist of cAMP-regulated guanine nucleotide exchange factor 4 (EPAC2): primary screen. EPAC2 activation, biochemical qHTS; response scale: 100% = 6.5 mM cAMP response. AID 720711, 2013. Rap guanine nucleotide exchange factor 4 (Homo sapiens), Q8WZA2. Potency, µM (top dose mostly 154 µM), for inactives: top-dose activation, most hits filed as activators. actives 0.079% (n = 360,000); further: potency means the concentration at half of the fitted maximal effect; nearly all actives have a fitted effect of over 50% in size
# Target sequence (Q8WZA2 whole entry, looked up): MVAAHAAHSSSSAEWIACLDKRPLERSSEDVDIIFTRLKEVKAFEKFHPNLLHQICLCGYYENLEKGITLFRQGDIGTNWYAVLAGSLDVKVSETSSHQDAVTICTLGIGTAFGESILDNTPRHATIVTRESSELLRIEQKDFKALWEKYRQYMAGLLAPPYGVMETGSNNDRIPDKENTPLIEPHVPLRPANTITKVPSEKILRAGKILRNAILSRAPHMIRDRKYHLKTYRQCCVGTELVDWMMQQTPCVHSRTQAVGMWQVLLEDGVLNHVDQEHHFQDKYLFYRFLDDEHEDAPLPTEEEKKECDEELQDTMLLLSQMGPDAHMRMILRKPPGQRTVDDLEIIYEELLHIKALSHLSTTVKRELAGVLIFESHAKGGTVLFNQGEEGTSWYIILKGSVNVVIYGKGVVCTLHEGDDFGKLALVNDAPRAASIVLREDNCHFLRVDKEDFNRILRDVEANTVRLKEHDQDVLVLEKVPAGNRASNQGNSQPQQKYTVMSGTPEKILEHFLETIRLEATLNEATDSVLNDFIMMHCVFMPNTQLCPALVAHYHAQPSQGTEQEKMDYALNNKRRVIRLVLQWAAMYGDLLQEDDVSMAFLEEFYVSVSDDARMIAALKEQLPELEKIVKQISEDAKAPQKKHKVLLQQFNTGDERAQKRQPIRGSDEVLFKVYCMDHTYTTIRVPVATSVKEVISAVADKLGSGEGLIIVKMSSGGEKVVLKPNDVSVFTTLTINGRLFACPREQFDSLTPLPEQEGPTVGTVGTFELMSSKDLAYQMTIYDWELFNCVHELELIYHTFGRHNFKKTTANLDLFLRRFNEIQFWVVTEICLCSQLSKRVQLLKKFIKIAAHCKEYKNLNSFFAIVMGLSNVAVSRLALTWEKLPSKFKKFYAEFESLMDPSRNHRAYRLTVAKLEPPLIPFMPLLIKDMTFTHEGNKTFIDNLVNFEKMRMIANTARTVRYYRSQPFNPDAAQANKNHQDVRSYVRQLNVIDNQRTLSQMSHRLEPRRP
#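 Setup: EPAC2 100 nM, labeled Rap1B complex 250 nM, free GDP 50 uM. Compound titrations pinned in, brief spin, 5 min room temperature incubation. Kinetic fluorescence read over 30 min, normalized to 6.5 mM cAMP.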
# A549 viability: Nrf2 qHTS screen for inhibitors: counterscreen for cytotoxicity; Potency, µM (top dose mostly 46 µM), inactives show at the highest dose activity change, negative = cytotoxicity, most hits filed as inhibitors; AID 504648, 2011; actives 0.16% (n = 390,000); A549 ARE-Fluc cells, CellTiter-Fluor viability, 18-24 h; further: potency means the concentration at half of the fitted maximal effect; on the % scale 0 is the no-effect control and ±100 the full control effect
#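 Cytotoxicity counterscreen: CellTiter-Fluor fluorescence was measured in A549 ARE_Fluc cells after 18-24 h of compound exposure in a concentration series. The subsequent BugLite luminescent read reports ARE-luciferase activity.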
# TGFb SMAD3 inh: qHTS for Inhibitors of TGF-b; HepG2 CAGA-GFP TGF-b/SMAD3 reporter, GFP fluorescence, 18 h; TGF-beta stimulated, 500 pg/mL final; actives 1.2% (n = 410,000); Potency, µM (doses to about 46.1 µM), for the others: at the highest dose activity, negative = inhibition, most hits filed as inhibitors; AID 588855, 2011; further: potency means the concentration at half of the fitted maximal effect; on the % scale 0 is the no-effect control and ±100 the full control effect; nearly all actives have a fitted effect of over 65% in size
#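 Inhibition was scored as loss of TGF-beta-induced (500 pg/mL final, 18 hours, 37 degrees C) GFP in HEPG2 cells carrying a CAGA-GFP reporter, in DMEM with 1% FBS. Well GFP was summed per cell; Activity was normalised to unstimulated and stimulated DMSO wells, then concentration-response fitting.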
# IL2 activator: qHTS of IL-2 Activators. activation, % (series mostly up to about 46 µM). IL-2 activation reporter assay, cell-based qHTS; stimulated with anti-CD3/CD4/CD28 beads; in transgenic mouse T cells. AID 652025, 2013. actives 0.065% (n = 360,000); in the data active means activation above about 50%; inconclusive means mostly about 30% to 49%; further: 0% is about no effect
#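 Readout: EGFP and DsRed signals by fluorescent plate cytometry. Unstimulated transgenic mouse T cells received compound 60 min before antibody-bead stimulation, then incubated 18 h at 37 degrees C.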
# The depositor's hits bear a star; i = inactive; ? = inconclusive; / = no result given; [ ] = dose if it differs, or a comment. Unless noted, the call rests on the fitted dose curve; in most records, active means well fitted curve in the direction sought with a large enough effect; inconclusive means small, poorly fitted or top-dose-only effect, or another doubt; inactive means no such curve, though single readings can be large; an effect the other way counts as inactive or inconclusive.
SMILES,ATXN2 expr inh,Nrf2 activator,Nrf2 block,ATXN viability,HepG2 viability,EPAC2 agonist,A549 viability,TGFb SMAD3 inh,IL2 activator
COc1cccc(NC(=O)Cn2c(=O)n(CCCC(=O)NCc3ccco3)c(=O)c3ccccc32)c1,-9.5%,1.7%,/,i,-5.3%,16.1%,-2.8%,?,0.2
O=[N+]([O-])c1ccc(/C=N/Nc2nc3ccccc3o2)cc1,34.0%[activator],0.4%,?,i,1.8%,-6.6%,-3.7%,20.6%,-4.0
Cc1ccccc1OCC(=O)NCC(=O)OCC(=O)c1ccc(Br)cc1,/,/,8.6%,/,5.0%,/,-0.5%,16.0%,/
CCNC(=O)NC(=O)CSc1ccc(NC(C)=O)cc1,-6.5%,0.2%,7.5%,i,9.1%,0.6%,-5.6%,0.2%,0.9
CS(=O)(=O)N(CC(=O)N1CCc2ccccc2C1)Cc1ccccc1,-0.8%,-0.1%,-5.5%,i,-2.5%,0.1%,-5.3%,-5.0%,-0.2
O=C(COC(=O)c1ccccc1)Nc1cccc(S(=O)(=O)NC2=NCCCCC2)c1,4.9%,0.8%,17.1%,i,-2.0%,-0.8%,-0.9%,-9.2%,-0.2
OC[C@@H]1CN(Cc2ccc(Cl)cc2)C[C@H](n2cnc3c(Nc4ccccc4)ncnc32)O1,?,4.9%,/,?,-25.4%,1.2%,/,?,-0.3
Cc1cc(C)c(S(=O)(=O)N(C2=NCCS2)S(=O)(=O)c2c(C)cc(C)cc2C)c(C)c1,-0.9%,0.2%,/,i,-1.8%,-7.7%,-3.8%,-4.3%,0.5
O=[N+]([O-])c1ccccc1OCCCNCc1ccccc1,-18.8%,-0.9%,3.2%,i,-14.1%,-2.0%,-1.0%,-5.5%,-0.6
CCC(=O)N1CCc2cc(S(=O)(=O)CCC(=O)Nc3ccc(C)c(F)c3)ccc21,-2.4%,-0.4%,?,i,2.2%,8.7%,-15.7%,-12.4%,-0.2
CS(=O)(=O)c1sc2nc(-c3ccccc3)cc(-c3ccccc3)c2c1N,-0.1%,3.0%,?,/,-13.8%,9.1%,-4.5%,3.7%,-0.7
CC(=O)N1CCC2(CC1)C(C#N)=C(N)Oc1n[nH]c(CSc3ccc(C)cc3)c12,0.4%,0.2%,/,i,4.2%,4.1%,-2.0%,-18.2%,1.0
COc1ccc(N2CCN(c3nc4ccccc4nc3NS(=O)(=O)c3ccccc3)CC2)cc1,3.7%,-0.7%,/,i,0.6%,-4.5%,-3.3%,27.2%,-0.2
O=C1CC(c2cccs2)Sc2nc3ccccc3n21 (configuration not stated),73.2%[activator],5.9%,?,i,1.9%,2.8%,1.8%,15.6%,-3.7
N#Cc1cccc(NC(=O)c2cc(C3CCCCN3C(=O)C3CC3)on2)c1 (configuration not stated),-17.0%,-0.8%,/,i,-23.4%,11.9%,/,-0.1%,-0.5
O=C(Cn1cncn1)NCc1cc(F)ccc1F,1.6%,-0.4%,3.8%,i,-0.8%,3.6%,4.9%,2.9%,-1.7
O=C(c1ccc(-n2ccnc2)cc1)N1CCCC(CO)(Cc2cccc(Cl)c2)C1 (configuration not stated),/,-0.4%,9.0%,i,-15.9%,3.2%,1.5%,-16.1%,0.7
Cc1cc2oc(C(=O)N(Cc3ccccc3)C3CCS(=O)(=O)C3)c(C)c2cc1C (configuration not stated),-4.7%,9.2%,?,i,-13.3%,12.8%,0.8%,30.8%[activator],-1.1
O=C(CSc1ncc(-c2ccc(F)cc2)[nH]1)Nc1cccc(O)c1,5.6%,2.5%,9.2%,i,7.5%,1.6%,-5.0%,13.8%,-2.0
COc1ccc(OC)c(NC(=O)NNC(=O)COc2ccc([N+](=O)[O-])cc2)c1,-1.6%,-0.1%,3.5%,i,-11.8%,0.1%,-4.1%,-0.9%,-3.2
O=C(Cn1nnc(-c2ccccc2)n1)N1CCN(c2ccc(F)cc2)CC1,-12.3%,2.3%,-4.8%,i,-39.8%,6.2%,6.3%,?,-3.8
OC1(c2cccnc2)CCN(Cc2nnnn2Cc2ccccc2)CC1,-6.6%,-0.9%,-18.0%,i,-33.0%,-1.3%,-2.3%,-6.6%,-4.6
CCOC(=O)CC1ON(C)C(=O)N1c1ccc([N+](=O)[O-])cc1 (configuration not stated),-11.5%,0.4%,/,?,-6.3%,-3.4%,0.7%,?,1.7
Cn1ccnc1SCc1cc(=O)[nH]c2ccccc12,31.7%[activator],0.4%,0.7%,?,-10.0%,4.6%,-1.5%,0.9%,0.4
CCOC(=O)c1sc(NC(NC(=O)c2ccco2)(C(=O)OC)C(F)(F)F)nc1C (configuration not stated),11.4%,0.3%,/,i,-1.3%,-8.5%,-5.1%,-21.0%,2.3
# (continued)
SMILES,ATXN2 expr inh,Nrf2 activator,Nrf2 block,ATXN viability,HepG2 viability,EPAC2 agonist,A549 viability,TGFb SMAD3 inh,IL2 activator
COc1ccccc1N1CCN(S(=O)(=O)c2ccc(Cl)s2)CC1,-10.7%,0.4%,?,i,-20.5%,2.6%,-5.0%,?,-1.8
COc1cccc2c1cc1c(=O)n(CC(=O)N3CCN(c4cc(Cl)ccc4C)CC3)nc(C)n12,/,-0.7%,12.6%,/,10.8%,/,5.4%,-6.8%,/
N#Cc1c(/N=C/c2ccco2)sc2c1CCC2,4.9%,7.0%,?,i,-1.8%,10µM*,-4.2%,-3.2%,-0.2
CC(C)CC(=O)NC(C)C(c1cccs1)N1CCOCC1 (configuration not stated),/,-0.4%,3.3%,i,13.8%,0.3%,-3.1%,2.6%,0.5
O=[N+]([O-])c1c(C(Cl)Cl)nn(-c2ccccc2)c1N1CCOCC1,-10.9%[11.3 µM],0.7%,-9.7%,i,-25.5%,3.0%,0.0%,-9.0%,0.4
N#Cc1c(-c2cccc(Br)c2)cc(-c2cccnc2)nc1N,-33.1%,3.7%,11.9%,i,-28.1%,0.5%,-6.1%,?,-4.7
COc1cc2c(cc1OC)CN(C(=O)c1cc(S(=O)(=O)N3CCCCC3)ccc1Cl)CC2,-4.8%,0.8%,?,i,-16.5%,4.5%,-6.0%,-19.0%,-0.6
Cc1ccc(N2C(=O)c3cccc(Oc4ccc(Cl)cc4)c3C2=O)c(C)c1,/,-0.7%,-12.6%,i,-26.7%,11.7%,?,-26.9%,1.2
COc1ccc(-c2noc(CN(C(=O)Cc3ccc(C)cc3)C(C)C)n2)cc1,-24.5%,1.2%,?,?,-20.1%,/,0.0%,?,/
O=C(Cn1c(=O)n(CC2CCCO2)c(=O)c2ccccc21)Nc1ccc(F)cc1F (configuration not stated),-15.7%,-0.3%,9.1%,?,2.0%,/,-3.8%,7.6%,/
O=C(Cc1cccs1)Nc1nnc(CCc2ccccc2)s1,0.9%,0.5%,0.1%,i,-14.6%,-12.1%,-7.5%,-11.1%,-1.4
CN(C)c1nc2c(c(=O)[nH]c(=O)n2C)n1CCOc1ccccc1,6.2%,-0.1%,13.4%,i,-3.3%,15.6%,17.0%,8.2%,0.4
OC[C@@H]1CN(Cc2ccccc2)C[C@H](n2cnc3c(NC4CCCC4)ncnc32)O1,12.2%,1.3%,/,i,3.0%,-3.3%,/,-0.7%,-0.5
CCOC(=O)CSc1nnc(CNc2ccc(Cl)cc2)n1-c1ccccc1,-6.7%,0.2%,3.4%,i,-50.7%,14.1%,0.7%,?,0.3
CC1CCN(CCCNC(=O)Cn2ncc3c([nH]c4ccccc43)c2=O)CC1,-5.3%,0.3%,16.8%,i,-3.7%,-1.8%,4.8%,-4.1%,-1.5
CCOC(=O)c1cnn(-c2ccccc2)c1NC(=O)CSc1nnc(-c2cccs2)n1CC,0.1%,0.1%,5.1%,i,3.5%,2.3%,-4.0%,-20.6%,0.3
CC(C)(C)c1ccc(SCC(N)=O)cc1,8.5%,-0.5%,/,i,3.8%,1.0%,7.3%,-24.8%,0.6
Cc1ccc(S(=O)(=O)NCCc2nc3ccccc3[nH]2)cc1,2.6%,-0.3%,9.8%,i,4.5%,3.9%,2.4%,0.0%,1.6
CC(C)CC(NC(=O)c1ccc(Cl)cc1)C(=O)O (configuration not stated),9.5%,-0.1%,13.3%,i,-7.1%,-2.6%,/,0.0%,0.7
OCCN1CCN(Cc2nc(-c3cccc(Cl)c3)no2)CC1,1.0%,2.5%,?,i,5.4%,2.6%,-3.8%,15.0%,-3.7
Cc1ccc(CN(CC(=O)NCCc2ccccc2)C(=O)CCCC(=O)Nc2cc(C)on2)cc1,11.3%,2.5%,7.4%,i,0.5%,10.8%,/,0.0%,-0.4
Cc1ccc(CCNS(=O)(=O)c2ccc3c(c2)CC(C)N3C(=O)C2CCC2)cc1 (configuration not stated),-21.2%,1.1%,-15.1%,i,1.0%,/,-1.7%,?,/
Cn1ncc(Br)c1C(=O)NC1CCCCC1,17.6%,0.3%,?,i,27.8%,-2.6%,1.8%,-6.0%,0.0
O=C(CCNC(=O)c1ccc([N+](=O)[O-])cc1)Nc1nc2ccccc2[nH]1,1.0%,0.7%,-5.3%,i,-25.3%,5.5%,2.1%,-29.4%,-0.9
Cc1cccc(NC(=O)c2ccc(S(=O)(=O)NCc3cccnc3)cc2)c1,-9.5%,0.3%,11.6µM*,i,3.6%,3.6%,-18.3%,?,5.3
CCOC(=O)c1cc2c(ccn2C)n1CC(=O)N1CCC(C)CC1,-12.2%,-0.4%,-28.6%,?,-10.3%,9.3%,-4.1%,23.7%,0.0

# High-throughput results deposited in PubChem by National Center for Advancing Translational Sciences (NCATS).
